KDM5B inh: KDM5B demethylase inhibition | Potency, µM (highest dose often 57.7 µM), for inactives: top-dose activity change, negative = inhibition, actives largely listed as inhibitors | KDM5B demethylase, FDH-coupled NADH fluorescence (FDH is formaldehyde dehydrogenase) | 220,000 tested, 2.6% active; active means well fitted inhibition curve with a large enough effect; inconclusive means small, poorly fitted or top-dose-only effect; inactive means no such curve, though single readings can be large or run the other way; further: 0% is about no effect; nearly all actives have a fitted effect of over 70% in size
Target sequence (Q9UGL1 whole entry, looked up): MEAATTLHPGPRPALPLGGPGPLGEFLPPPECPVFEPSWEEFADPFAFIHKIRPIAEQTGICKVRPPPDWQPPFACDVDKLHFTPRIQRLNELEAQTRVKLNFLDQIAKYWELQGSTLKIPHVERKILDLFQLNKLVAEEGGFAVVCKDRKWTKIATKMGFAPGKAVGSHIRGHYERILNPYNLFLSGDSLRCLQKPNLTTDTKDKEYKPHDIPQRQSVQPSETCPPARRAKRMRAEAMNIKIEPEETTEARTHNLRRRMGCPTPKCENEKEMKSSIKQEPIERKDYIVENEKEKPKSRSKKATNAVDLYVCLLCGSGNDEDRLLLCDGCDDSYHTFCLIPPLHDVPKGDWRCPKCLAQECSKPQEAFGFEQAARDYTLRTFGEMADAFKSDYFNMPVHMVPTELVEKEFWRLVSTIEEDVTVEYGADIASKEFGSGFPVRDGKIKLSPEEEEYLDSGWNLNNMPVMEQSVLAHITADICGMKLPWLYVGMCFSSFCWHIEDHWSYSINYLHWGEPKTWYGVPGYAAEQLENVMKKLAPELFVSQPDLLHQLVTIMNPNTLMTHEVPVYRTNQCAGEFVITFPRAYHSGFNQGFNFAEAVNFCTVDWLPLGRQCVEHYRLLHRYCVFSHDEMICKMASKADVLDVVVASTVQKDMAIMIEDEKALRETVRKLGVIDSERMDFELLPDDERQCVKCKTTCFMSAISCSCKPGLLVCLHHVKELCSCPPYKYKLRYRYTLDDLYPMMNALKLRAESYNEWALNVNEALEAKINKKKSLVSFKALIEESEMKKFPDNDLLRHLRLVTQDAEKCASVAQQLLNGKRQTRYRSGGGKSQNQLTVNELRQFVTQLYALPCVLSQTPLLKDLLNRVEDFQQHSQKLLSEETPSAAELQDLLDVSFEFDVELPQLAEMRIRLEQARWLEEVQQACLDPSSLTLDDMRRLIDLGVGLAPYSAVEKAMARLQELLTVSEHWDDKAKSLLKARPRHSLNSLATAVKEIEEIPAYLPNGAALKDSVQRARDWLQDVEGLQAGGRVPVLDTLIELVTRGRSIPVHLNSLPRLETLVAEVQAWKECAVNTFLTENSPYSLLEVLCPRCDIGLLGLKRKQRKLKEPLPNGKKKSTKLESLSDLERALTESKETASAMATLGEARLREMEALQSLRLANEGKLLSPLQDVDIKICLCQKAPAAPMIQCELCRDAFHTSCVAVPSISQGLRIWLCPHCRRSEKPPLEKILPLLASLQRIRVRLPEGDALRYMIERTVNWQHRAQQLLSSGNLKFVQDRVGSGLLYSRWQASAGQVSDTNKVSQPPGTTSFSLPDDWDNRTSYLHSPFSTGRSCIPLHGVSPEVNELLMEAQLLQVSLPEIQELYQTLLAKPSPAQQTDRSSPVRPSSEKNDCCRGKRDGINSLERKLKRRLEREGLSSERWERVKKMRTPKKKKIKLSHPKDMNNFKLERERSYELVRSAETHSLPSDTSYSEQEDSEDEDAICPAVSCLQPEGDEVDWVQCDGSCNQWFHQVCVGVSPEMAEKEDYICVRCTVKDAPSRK
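Here, H3K4me3 peptide (12.5 µM in substrate mix) is demethylated by KDM5BΔAP, 200 nM final, after 10 min compound exposure. Formaldehyde product is coupled through FDH (0.25 U/mL in mix) to NADH fluorescence; 30-min ΔRFU feeds dose-response curves.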
Starred values were filed as active, the others as inactive; i = inactive; u = inconclusive; & = joins results of further samples; [ ] = dose if it differs, or a comment. Potency means the concentration at half of the fitted maximal effect. Only part of the results is shown (hit frequency here may not be typical).

Start of the listing, in advance (five entries):
SMILES | KDM5B inh
COc1nccnc1NC1CCN(C(=O)c2cnccn2)CC1 | u
Cc1ccc(-c2cccc(CN)c2)c(C)c1 | 7%[149 µM]
COC(=O)C(=O)CC(=O)c1ccc(N2CCOCC2)cc1 | u
CCOC(=O)CCNC(=O)N1CCC(Oc2ncccc2C(=O)N2CCOCC2)C1 (centres undefined) | 3%
COc1cc(/C=C(/C#N)c2ccc(C(F)(F)F)cn2)ccc1O | u

The listing (from the top)
SMILES | KDM5B inh
COc1nccnc1NC1CCN(C(=O)c2cnccn2)CC1 | u
Cc1ccc(-c2cccc(CN)c2)c(C)c1 | 7%[149 µM]
COC(=O)C(=O)CC(=O)c1ccc(N2CCOCC2)cc1 | u
CCOC(=O)CCNC(=O)N1CCC(Oc2ncccc2C(=O)N2CCOCC2)C1 (centres undefined) | 3%
COc1cc(/C=C(/C#N)c2ccc(C(F)(F)F)cn2)ccc1O | u
CN(C)S(=O)(=O)c1ccc(NC(=O)CCCNC(=O)c2ccc(Cl)cc2)cc1 | 41%[activator]
CCCc1ccc(S(=O)(=O)N2CCC(c3nnnn3-c3ccc(OC)cc3)CC2)cc1 | -8%
COC[C@H]1NC(=O)CC[C@H]1C(=O)NCc1cccc(C(F)(F)F)c1 | 2%
CCOc1ccc(N(CC(=O)N2CCCCCC2)S(=O)(=O)c2ccc(F)cc2)cc1 | 22%
COCCn1c(C2CCCNC2)n[nH]c1=O (centres undefined) | 17%
COC(=O)CN1CCCC1c1cccs1 (centres undefined) | -18%
O=C([C@@H]1C[C@H](F)CN1S(=O)(=O)c1cccc(F)c1)N1CCOCC1 | 14%
COCC(=O)N1CCN(S(=O)(=O)c2ccccc2)C[C@@H]1C(=O)N[C@@H](Cc1ccc(OC)cc1)C(=O)OC | -8%
CCOC(=O)C1CCCN(S(=O)(=O)c2cc3c4c(c2)CC(=O)N4CCC3)C1 (centres undefined) | -24%
Cc1c(CNC(=O)C2CCC(=O)N(CCc3ccccc3)C2)cnn1C (centres undefined) | 28%
Cc1cc(-c2noc(COc3ccc(I)cc3)n2)c2ccccc2n1 | 15%
CCCCCCCCN1CCS(=O)(=O)N(Cc2ccc(Cl)cc2)C(C(=O)OC)C1 (centres undefined) | -11%
COc1ccc2cnn(CC(=O)NC3CCCc4c3[nH]c3ccccc43)c(=O)c2c1OC (centres undefined) | u
CO[C@H]1[C@H](NC(=O)c2cc(C3CC3)[nH]n2)c2ccccc2C12CCNCC2 | 15%
CC(=O)c1cc2c(cc1NC(=O)CSc1nnc(C3CCCCC3)o1)OCO2 | u

An excerpt from above in order of length of the SMILES, high to low:
SMILES | KDM5B inh
O=C([C@@H]1C[C@H](F)CN1S(=O)(=O)c1cccc(F)c1)N1CCOCC1 | 14%
CC(=O)c1cc2c(cc1NC(=O)CSc1nnc(C3CCCCC3)o1)OCO2 | u
Cc1cc(-c2noc(COc3ccc(I)cc3)n2)c2ccccc2n1 | 15%
COCCn1c(C2CCCNC2)n[nH]c1=O (centres undefined) | 17%
COC(=O)CN1CCCC1c1cccs1 (centres undefined) | -18%

Additional entries
SMILES | KDM5B inh
CCNC(=O)N(C1CC1)C1CCOC2(CCN(C(=O)CCc3ccccc3)CC2)C1 (centres undefined) | -17%
CC(C)c1cccc(NC(=O)c2cccc(CS(C)=O)c2)c1 (centres undefined) | 24%
COc1ccc(CCNC(=O)c2ccc3c(c2)N(Cc2ccccc2Cl)C(=O)c2ccccc2S3)cc1OC | -26%
Cc1nn(CC(=O)N2CCCC3(CNC(=O)O3)C2)c(=O)c2ccccc12 (centres undefined) | -21%
CCOc1ccccc1C(=O)NC1CCN(c2cc(C(F)(F)F)nc(C)n2)CC1 | 66%[activator]
CCCCOCCCNC(=O)CCSc1ccccc1 | 15%
Cc1cccc(NC(=O)N2C[C@@H](Oc3ccccc3)C[C@@H]2C(=O)N2CCOCC2)c1 | 13%
N#Cc1nc(COc2ccccc2F)oc1NCc1cccnc1 | -11%
O=C(Nc1ccccc1)c1ccc(Cn2ccn3nc4c(c3c2=O)CCCC4)cc1 | 22µM*
Cc1c(C(=O)OCc2ccc(C#N)cc2)oc2ccccc12 | -8%
COc1ccc(-c2cn[nH]c2-c2ccc(OCc3ccccc3)cc2O)cc1OC | u
CN(C)c1ccc(CN[C@H]2C[C@H]3C(=O)NC[C@@H](CCC(=O)N4CCCCC4)N3C2)cc1 | -8%[86.2 µM]
Cc1cccc(-c2nc3c4ccccc4nc(N4CCN(c5cc(C)ccc5C)CC4)n3n2)c1 | 7%
CCCc1nnc(NC(=O)c2cccnc2)s1 | 33%
COc1ccc(NC(=O)COC(=O)c2n[nH]c3ccccc23)cc1 | -1%
COc1cccc(N2Cc3nc(=O)n(CC(=O)NCc4ccccc4)n3C2=O)c1 | -14%
Cc1cccc(-n2nc(C3CC3)nc2-c2ccc(-c3nnn(C)n3)cc2)n1 | -14%
Cc1nc2sc(C(=O)Nc3ccc(F)cc3)c(N)c2c(-c2ccc(Br)cc2)c1C(=O)Nc1ccc(Cl)cc1 | -14%
Cc1cc(-c2nc3ncccc3o2)ccc1NC(=O)CC12CC3CC(CC(C3)C1)C2 | u
Cc1ccc(-c2nc3cnccn3c2NCCC(=O)NCc2ccco2)cc1 | 28µM*
O=C1NCCCCCN(C(=O)NCc2ccccc2)[C@H]2CCCC[C@@H]12 | -3%
CCOc1ccc(NC(=O)c2cc3c(s2)-c2ccccc2OC3)cc1 | 12%
Cc1ccccc1NC(=O)N1CCC(CCNC(=O)c2cccs2)CC1 | 28%
Fc1cccc(-c2cnc([C@@H]3COCCN3Cc3cnc[nH]3)[nH]2)c1 | 24%[86.2 µM]
Cn1nccc1C(=O)N1CCC[C@H](n2c(=O)n(C)c3cccnc32)C1 | 6%
CC(C)CCNC(=O)c1ccc2c(c1)CC(=O)N2Cc1ccc(F)cc1 | 4%
S=C(NCc1ccc(Cl)cc1)Nc1ccc(Br)cc1 | -12%
COc1ccc(-c2nc3c(c(=O)[nH]2)CCNC3)cc1 | -7%
Cc1oc(-c2ccccc2)nc1CC(=O)Nc1cccc(C(N)=O)c1 | 2%
CCN(C(=O)C(=O)c1c(C)n(C)c2ccccc12)c1ccc(OC)cc1 | -18%
COc1ccc(-c2nc3ccccc3o2)cc1NC(=O)COc1c(C)cc(Cl)cc1Cl | -13%
Cc1cc(Br)ccc1NC(=O)CNC(=O)CCc1ncc(-c2ccc(F)cc2)o1 | -13%
O=C(Nc1c(NC2CCCCC2)c2ccccc2oc1=O)c1ccc(C(F)(F)F)cc1 | 13%
COc1ccc(OC)c(CCNC(=O)C2=C(C)C(=O)OC23CCC(C)CC3)c1 (centres undefined) | -10%
CC(C)CCNCCCCCN | 4%
CCN(CC)C(=O)c1c(-c2ccc(OC)cc2)noc1[C@H](C)O | -11%[86.2 µM]
Cc1ccc(C2NC(=O)N(CC(=O)Nc3ccc(C(C)C)cc3)C3=C2C(=O)OC3)cc1 (centres undefined) | -24%
CN(C(=O)CSc1nc2c(c(=O)[nH]1)CCCC2)c1ccccc1 | 2%
CCCCNC(=O)Cn1ncc2c(C)n(Cc3cccc(Cl)c3)c(C)c2c1=O | 4%
CCCN(CC1CCOC1)C(=O)Nc1ccc2c(c1)OCCO2 (centres undefined) | -14%

A different layout for part of the listing above:
SMILES	KDM5B inh
Cc1cc(-c2noc(COc3ccc(I)cc3)n2)c2ccccc2n1	15%
Cn1nccc1C(=O)N1CCC[C@H](n2c(=O)n(C)c3cccnc32)C1	6%

New compounds follow.
SMILES | KDM5B inh
CCc1ccc(C2C=C(c3ccc(Br)cc3)Nc3ncnn32)cc1 (centres undefined) | -20%
COc1ccc(-c2n[nH]c3c2cnc2ccc(F)cc23)cc1 | -6%
O=C(OCc1cc(=O)oc2cc3c(cc12)CCC3)C1CCCO1 (centres undefined) | u
Fc1ccc(Cn2c(-c3cccc(Br)c3)nc3ccccc32)cc1 | u
CCN(c1ccc2sc(C(=O)NCCC(C)C)cc2c1)S(C)(=O)=O | 2%
Cc1ccccc1C(=O)NC[C@@H]1CC[C@H]2C[C@@H]1C2(C)C | 29%[86.2 µM]
O=C(Cc1ccc(Cl)cc1)NC1C2CC3CC(C2)CC1C3 (centres undefined) | 6%
CCc1ccc(NC(=O)Cn2c(=O)c3cc(Cl)ccc3n3nncc23)cc1 | -20%
COc1ccc(-n2cc(CN3CCC(O)CC3)c(-c3cccc(F)c3)n2)cc1 | 28µM*
CCOC(=O)c1c(NC(=O)c2ccc(S(=O)(=O)N3CCC(C)CC3)cc2)sc2c1CCN(C(C)C)C2 | u
COc1cc(C2C(C(=O)OC(C)C)=C(C)N=C3SCCC(=O)N32)ccc1OCc1ccccc1 (centres undefined) | u
Cc1cc(C)cc(NS(=O)(=O)c2ccc(F)cc2)c1 | 0%
CC(=O)N1CCN(C(=O)CSCC(=O)O)C[C@H]1C(=O)N[C@H]1CCCNC1=O | -18%[86.2 µM]
COC(=O)Oc1ccc2c(=O)c(Oc3cccc(C)c3)coc2c1 | 13%
CCOc1ccc(-c2nc(CSc3nc4c(=O)[nH]cnc4n3C)c(C)o2)cc1OC | 2%
O=C(OCC(=O)N1CCN(C(=O)c2ccco2)CC1)c1ccc(Cl)c(Cl)c1 | -8%
O=C(c1cc(F)ccc1F)N1CC(c2nc(CCc3ccccc3)no2)C1 | -17%
O=C1NC2(Cc3ccccc31)CN(Cc1c[nH]c3ccccc13)C2 | -10%[149 µM]
CC1CCN(C(=O)C2COc3ccccc3C2)CC1 (centres undefined) | -4%
O=C(O)c1cccc(COc2cccc(Cl)c2)c1 | 9%
COCCNC(=O)c1nc(-c2cccnc2)c2ccccn12 | i
CCOc1cc2ccccc2cc1C(=O)Nc1nnc(C)s1 | u
COc1ccc(Cn2c(CO)cnc2SCC(=O)NCc2ccco2)cc1 | 2%&-21%
COCCOC(=O)C1=C(C)N=C2SCCC(=O)N2C1c1ccc(OCc2ccccc2)c(OC)c1 (centres undefined) | -17%
COCCNC(=O)c1ccc(OC2CCN(C/C=C/c3ccc(F)cc3)CC2)c(Cl)c1 | u
Cc1ccc(C2NC(=O)N(CC(=O)Nc3c(C)cccc3Cl)C3=C2C(=O)OC3)cc1 (centres undefined) | 10%
CC(C)c1noc(CC2CCN(C(=O)c3ccc(N(C)C)cc3)CC2)n1 | -6%
Cc1ccc(-c2nc(CCNc3ncccc3C#N)co2)cc1 | u
OCC1(CN2CCCC2)CCN(Cc2ccc3ccccc3c2)CC1 | -10%
CCc1cc(N2CCC(Oc3ccccc3OC)(C(=O)O)CC2)nc(C)n1 | -18%
N#Cc1c(N)n[nH]c1CCCNC(=O)c1ccccc1-c1ncc(-c2ccccc2)o1 | u
CCc1ccccc1NC(=O)CN1C(=O)C(c2ccccc2)=NC12CCCCCC2 | -12%
CC1(c2cccnc2)N(Cc2ccccc2)C(=O)OC12CCN(C(=O)C1CCC1)CC2 (centres undefined) | 9%[86.2 µM]
COc1ccc(NC(=O)CN2C(=O)COc3ccc(S(=O)(=O)Nc4ccccc4)cc32)cc1 | -5%
O=C([C@@H]1C[C@@H](O)[C@H](O)[C@@H]2NC(=S)N(c3ccc(OC(F)(F)F)cc3)[C@@H]21)N1CCCCC1 | 4%
CCc1ccc(C(=O)COC(=O)COc2ccc(Cl)c(C)c2)cc1 | -19%
CCOc1ccc(-c2ccnc(NC[C@@H]3CCCO3)n2)cc1C(=O)O | 22µM*
CSc1ccc(CCNC(=O)c2cc3cc(S(=O)(=O)N4CCCCC4)ccc3n2C)cc1 | u
CCC(CC)C(NC(C)=O)c1cccs1 (centres undefined) | -5%
COc1cccc([S+](=O)([O-])N2CCC3(C2)N=C(c2ccncc2)C(=O)N3)c1 (centres undefined) | -18%
CCOc1ccc(/C=C/c2nc(C#N)c(N(C)Cc3ccccc3)o2)cc1 | -28%
O=C1N(C2CCN(Cc3ccc(C(F)(F)F)cc3)CC2)Cc2cccn21 | -15%[115 µM]
COc1cc(-c2noc(C3CCCN(S(=O)(=O)c4cccs4)C3)n2)ccc1OC(C)C (centres undefined) | -14%
Cc1ccc(Nc2nnc(SCC(=O)c3ccc(Cl)s3)s2)cc1C | 4%
CCOC(=O)/C=C1\OC2(O)CC(C1C(=O)OCC)[C@H]1CO[C@@H]2O1 (some centres undefined) | 5%
O=C(c1nc(-c2cccnc2)c2ccccn12)N1CCN(c2ncccn2)CC1 | i
CSc1cccc(CN(C)Cc2cc3n(n2)CCNC3)c1 | 19%
Cc1ccc(-c2cc(C(=O)Nc3cc(C)on3)c3ccccc3n2)cc1 | u
O=C(CC1CCCC1)N1CCC(c2nc(C3CCOCC3)no2)C1 (centres undefined) | u
O=C(c1ccccc1)N1CCCC(Cc2nc(C3CCOCC3)no2)C1 (centres undefined) | 13%
CN1CC2(CCCN(C3CCN(C(=O)c4cnccn4)CC3)C2)OC1=O (centres undefined) | -23%
O=c1c(-c2ccccc2)nnc2sc(COc3ccc(Br)cc3)nn12 | 27%
O=C(COc1cc(F)cc(F)c1)NC1CCS(=O)(=O)C1 (centres undefined) | 9%
O=C(c1ccccc1Cl)N1CCC(c2nc(-c3cccnn3)no2)CC1 | 31%
CCCCNC(=O)C1CCN(C(=O)c2ccc(C(F)(F)F)cc2)CC1 | 2%
COc1ccc(C)cc1NC(=O)CC(=O)Nc1ccc2nc3n(c(=O)c2c1)CCCCC3 | u
CC(C)Oc1ccc(C(CC(=O)O)Cc2ccccc2)cc1 (centres undefined) | 33%

Assay outcomes (PubChem BioAssay)
